GPR55 LPI antagonism: GPR55 antagonists blocking LPI-driven arrestin recruitment, primary screen, imaging, U2OS, beta-arrestin-GFP, LPI agonist (AID 2013); U2OS GPR55 beta-arrestin-GFP translocation imaging, LPI antagonism; higher % means a stronger effect; inhibition, % at 10 µM; hits with a dose series show IC50 in µM; 0.13% of 290,000 active;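 active means spots per cell inhibited over 60%, with over 100 cells counted and total cytoplasm intensity under 500,000; inconclusive means wells with under 100 cells, flagged as likely toxic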;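 further: U2OS cells stably carrying GPR55 and arrestin-GFP stimulated by 5 µM LPI near EC80; imaged beta-arrestin-GFP aggregate spots per cell after agonist stimulation; plate controls were LPI-stimulated DMSO wells for no effect and DMSO wells without LPI for full effect; some results filed as inactive read as strong as hits; confirmed hits need IC50 under 10 µM and bright autofluorescent wells are also inconclusive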
Yfh1-off respiration: mitochondrial function rescue without frataxin homolog – Friedreich's ataxia, plus single-dose screen, dose response (AID 1465); fold induction at 50 µM, or EC50 in µM where a hit was titrated; 0.074% of 220,000 active; S. cerevisiae Yfh1-off respiration, WST-1 reduction, 72 h; higher fold induction means a stronger effect;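 active means fold induction of absorbance versus untreated yeast above a set limit, then at least 30% activation at any dose in follow-up; inconclusive means repeats straddling the limit, or above it without dose testing; inactive means fold induction below the set limit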;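 further: activators that raise dye reduction in frataxin-depleted yeast; strong numbers were not always called active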
NS5 inhibitors: Dengue-2 NS5 methyltransferase inhibitors, primary screen, biochemical, confirmation dose response (AID 588689) | Dengue-2 NS5 methyltransferase capping enzyme assay, biochemical; higher % means a stronger effect | inhibition, % at 25 µM, or IC50 in µM where a hit was titrated | 0.3% of 340,000 active; in the data active means a potency from the dose series; inconclusive means inhibition above about 29% without an active follow-up result
Rac1 GTP hydrolysis: MgcRacGAP GTPase-activating activity inhibitors, confirmation, biochemical, ADP Hunter fluorescence | one-dose inhibition, % at 30 µM; IC50 in µM for titrated hits | 0.6% of 340,000 active | MgcRacGAP-stimulated Rac1 GTP hydrolysis, ADP Hunter fluorescence; higher % means a stronger effect; GST-tagged Rac1 F28L mutant substrate;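 active means first-screen hits whose inhibition reached a set limit at any dose in the follow-up dose series; inconclusive means inhibition above the set first-screen limit but never retested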;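 further: fluorescence reports GDP produced by GAP-driven GTP hydrolysis; strong numbers were not always called active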
NTR1 agonist: NTR1-driven beta-arrestin-GFP spot formation – imaging, U2OS cells, high content, primary screen (AID 493036) | P30989 | agonist mode | activation, % at 20 µM | 0.17% of 330,000 active;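 active means activation at or above 40% of the spot to cytoplasm intensity ratio, with at least 20 cells analyzed; inconclusive means wells under 20 cells, flagged as cytotoxic or low count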;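 further: 0% = DMSO without peptide and 100% = 100 nM NTR1 peptide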
Target sequence (P30989 whole entry, looked up): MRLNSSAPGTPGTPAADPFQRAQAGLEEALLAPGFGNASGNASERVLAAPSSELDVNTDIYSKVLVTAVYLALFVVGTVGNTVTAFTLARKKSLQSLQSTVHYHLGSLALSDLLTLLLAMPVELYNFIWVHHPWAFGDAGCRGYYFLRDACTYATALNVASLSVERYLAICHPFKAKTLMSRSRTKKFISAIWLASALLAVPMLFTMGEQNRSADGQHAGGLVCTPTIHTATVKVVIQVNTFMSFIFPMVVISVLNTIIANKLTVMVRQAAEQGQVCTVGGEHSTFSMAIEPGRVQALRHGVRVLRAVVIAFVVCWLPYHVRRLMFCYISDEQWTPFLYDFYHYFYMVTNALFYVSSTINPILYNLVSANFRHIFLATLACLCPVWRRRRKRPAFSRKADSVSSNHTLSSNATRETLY
GPR55 beta-arrestin: selective activators of receptor GPR55 – imaging, U2OS cells, beta-arrestin-GFP redistribution, primary screen (AID 1961) | U2OS GPR55 beta-arrestin-GFP redistribution imaging; higher % means a stronger effect | 0.048% of 290,000 active | activation, % at 10 µM, or EC50 in µM where a hit was titrated;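 active means activation above 40% with more than 50 cells counted in the well; inconclusive means wells holding fewer than 50 cells, flagged as toxic or sparse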;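 further: U2OS osteosarcoma cells stably expressing GPR55 and beta-arrestin-GFP; plate controls were DMSO negative control for no effect and LPI positive control for full effect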
GPR35 antagonists: GPR35 antagonists blocking zaprinast-driven arrestin recruitment, primary screen, imaging, U2OS, beta-arrestin-GFP, zaprinast agonist (AID 2058). U2OS GPR35 beta-arrestin-GFP translocation imaging, zaprinast antagonism; higher % means a stronger effect. one-dose inhibition, % at 10 µM; IC50 in µM for titrated hits. 0.052% of 290,000 active;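 active means inhibition of at least 50% with at least 30 cells and total cytoplasm GFP at most 10,000,000; inconclusive means under 30 cells or total GFP of 10,000,000 plus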
SV40 large T antigen: TAg ATPase/helicase activity blockers – biochemical (AID 1903); 0.39% of 310,000 active; inhibition, % at 20 µM, or IC50 in µM where a hit was titrated; SV40 large T antigen ATPase/helicase inhibition assay; higher % means a stronger effect; in the data active means a potency from the dose series; inconclusive means inhibition mostly from about 32% at the one dose, without a potency; inactive means the rest, 99 in 100 with inhibition below about 32%; further: strong numbers were not always called active
AID2073: disruptors of CaV2.2 binding to Mint1 – biochemical, HTRF (AID 2073); HTRF protein-protein interaction, Mint1-CaV2.2; higher % means a stronger effect; inhibition, % at 20 µM; hits with a dose series show IC50 in µM; 0.19% of 290,000 active; in the data active means inhibition mostly above about 51%, no sharp cut-off; inconclusive means no clear call, values can overlap the other calls; inactive means mostly below about 53%; further: some results filed as inactive read as strong as hits
NTR1 agonist cell count 20 µM: further read-out of NTR1 agonist, marked with its call; cell count; measured here: cell count, cytotoxicity flag
NS5 inhibitors pilot replicate: second read-out of NS5 inhibitors, no call of its own (marks repeat the call); inhibition, %; measured here: pilot screen replicate inhibition
Starred values were filed as active, the others as inactive; i = inactive; ? = inconclusive; nt = no result given. Compounds were not picked by outcome. About 1.7% of those tested had a hit in this group.

SMILES	GPR55 LPI antagonism	Yfh1-off respiration	NS5 inhibitors	Rac1 GTP hydrolysis	NTR1 agonist	NTR1 agonist cell count 20 µM	GPR55 beta-arrestin	GPR35 antagonists	SV40 large T antigen	AID2073	others
COC(=O)[C@H]1[C@H]2C[C@@H]3c4[nH]c5cc(OC)ccc5c4CCN3C[C@H]2C[C@@H](OC(=O)c2cc(OC)c(OC)c(OC)c2)[C@@H]1OC	nt	nt	-10%	7%	2.8	82	nt	nt	16%	nt
Cc1cc(C(=O)NCC(=O)OCC(=O)Nc2ccc(OC(F)F)cc2)ccc1[N+](=O)[O-]	5%	i	1%	5%	4.2	41	0.1%	-8%	7%	-2%
COc1ccc(CNC(=O)C(c2ccco2)N(C(=O)c2snc(C(N)=O)c2N)c2cccc(OC)c2)cc1 (stereo unspecified)	-11%	nt	6%	4%	1.0	40	-0.1%	11%	7%	7%
CN(C)S(=O)(=O)c1ccc(C(=O)NCC(C)(C)N2CCOCC2)cc1	4%	i	-6%	10%	0.0	68	0.0%	-3%	11%	1%
C=CCN1C(=O)c2ccc(C(=O)N(C)Cc3ccc(C)o3)cc2C1=O	nt	nt	-4%	-7%	-0.6	50	nt	nt	15%	nt
O=C(c1ccc2oc(Cc3ccc(Cl)cc3)nc2c1)N1CCCCC1CCO (stereo unspecified)	0%	nt	6%	3%	0.3	63	0.2%	4%	14%	26%
O=C(C(Cc1ccccc1)n1cccc1)N1CCN(Cc2ccccc2)CC1 (stereo unspecified)	8%	i	-2%	-4%	-1.1	59	0.2%	-6%	2%	-5%
CCCc1nnc(SCC(=O)N2CCCC2)n1Cc1ccco1	2%	i	-4%	15%	-1.3	54	0.0%	26%	5%	2%
CCOC(=O)N1CCN(CC(=O)Nc2ccc(OC)cc2)CC1	8%	i	-8%	5%	-1.6	77	-0.2%	-2%	17%	14%
Cc1cccc(C)c1NC(=O)COC(=O)C1C2CC3OC(=O)C1C3C2 (stereo unspecified)	-3%	nt	1%	3%	3.3	51	0.7%	-3%	7%	-13%

Gathered by group: the entries above containing a carbonyl joined to an NH by a bond outside any ring.
SMILES	GPR55 LPI antagonism	Yfh1-off respiration	NS5 inhibitors	Rac1 GTP hydrolysis	NTR1 agonist	NTR1 agonist cell count 20 µM	GPR55 beta-arrestin	GPR35 antagonists	SV40 large T antigen	AID2073	others
Cc1cc(C(=O)NCC(=O)OCC(=O)Nc2ccc(OC(F)F)cc2)ccc1[N+](=O)[O-]	5%	i	1%	5%	4.2	41	0.1%	-8%	7%	-2%
COc1ccc(CNC(=O)C(c2ccco2)N(C(=O)c2snc(C(N)=O)c2N)c2cccc(OC)c2)cc1 (stereo unspecified)	-11%	nt	6%	4%	1.0	40	-0.1%	11%	7%	7%
CN(C)S(=O)(=O)c1ccc(C(=O)NCC(C)(C)N2CCOCC2)cc1	4%	i	-6%	10%	0.0	68	0.0%	-3%	11%	1%
CCOC(=O)N1CCN(CC(=O)Nc2ccc(OC)cc2)CC1	8%	i	-8%	5%	-1.6	77	-0.2%	-2%	17%	14%
Cc1cccc(C)c1NC(=O)COC(=O)C1C2CC3OC(=O)C1C3C2 (stereo unspecified)	-3%	nt	1%	3%	3.3	51	0.7%	-3%	7%	-13%

The listing picks up; the two compounds before the break are reprinted first.
SMILES	GPR55 LPI antagonism	Yfh1-off respiration	NS5 inhibitors	Rac1 GTP hydrolysis	NTR1 agonist	NTR1 agonist cell count 20 µM	GPR55 beta-arrestin	GPR35 antagonists	SV40 large T antigen	AID2073	others
CCOC(=O)N1CCN(CC(=O)Nc2ccc(OC)cc2)CC1	8%	i	-8%	5%	-1.6	77	-0.2%	-2%	17%	14%
Cc1cccc(C)c1NC(=O)COC(=O)C1C2CC3OC(=O)C1C3C2 (stereo unspecified)	-3%	nt	1%	3%	3.3	51	0.7%	-3%	7%	-13%
O=C(c1ccco1)N1CCN(Cc2nnnn2C2CCCCC2)CC1	-8%	nt	-1%	0%	1.0	61	0.1%	14%	1%	7%
CN(C(=O)CC1C(=O)NCCN1CC1CCCCC1)C1CCOCC1 (stereo unspecified)	-3%	i	2%	7%	-0.8	67	0.0%	-6%	14%	40%
Cn1c(SCC(=O)N/N=C/c2cccnc2)nnc1-c1ccccc1	-9%	i	-9%	-9%	0.3	51	-0.3%	0%	4%	3%
CCN(CC)c1ccc(CN(C(=O)c2cccs2)C2CCS(=O)(=O)C2)cc1 (stereo unspecified)	6%	nt	1%	-16%	-0.2	56	-0.1%	6%	7%	3%
COc1ccc(C/C(N)=N/OC(=O)COc2ccccc2C)cc1	8%	i	-6%	5%	4.7	96	-0.2%	0%	3%	31%
CC(OC(=O)c1ccc(Br)c(S(=O)(=O)N2CCOCC2)c1)C(=O)NC1CCCCC1C (stereo unspecified)	nt	nt	1%	7%	-0.4	55	nt	nt	10%	nt
Cc1[nH]c(=O)[nH]c(=O)c1S(=O)(=O)NCCOC12CC3CC(CC(C3)C1)C2	-1%	i	-5%	5%	-1.2	66	-0.1%	-3%	10%	6%
COc1cc(C(=O)N2CCN(Cc3ccc4c(c3)OCO4)CC2)c([N+](=O)[O-])cc1OC	4%	nt	1%	10%	1.0	67	-0.1%	-8%	7%	6%	NS5 inhibitors pilot replicate=1.8
Cn1c2ccccc2c2cc(C(=O)N3CCN(CCO)CC3)sc21	-11%	i	-2%	5%	0.1	80	-0.3%	-12%	-3%	1%
Nc1nonc1-n1nnc(C(=O)N/N=C/c2ccccc2Cl)c1COc1ccc(F)cc1	-1%	nt	-7%	12%	9.2	48	0.7%	-13%	10%	8%
Cc1ccc(-n2c(SCC(=O)N3CCOCC3)nnc2-c2ccncc2)cc1	4%	i	-3%	1%	1.7	50	-0.2%	-12%	19%	-3%
Cc1ccc(CNC(=O)CCC(=O)N2CC(C)Sc3ccccc32)cc1 (stereo unspecified)	-4%	nt	9%	9%	-0.1	33	-0.3%	-1%	nt	0%
CCn1c(=O)c(C(=O)Nc2nc3ccccc3[nH]2)c(O)c2ccccc21	6%	i	-2%	13%	-1.0	37	-0.1%	-1%	8%	0%
CC(Cc1ccccc1)NC(=O)CC(c1ccccc1)c1ccccc1O (stereo unspecified)	3%	nt	-2%	10%	0.9	42	0.0%	-1%	10%	7%
O=C1CCC(=O)N1CCSC(=S)N1CCSCC1	-4%	i	-6%	3%	1.8	75	-0.3%	-14%	14%	-2%
CCCC(=O)NC(c1ccc(C(C)C)cc1)c1ccc2cccnc2c1O (stereo unspecified)	0%	nt	-2%	8%	1.3	62	0.3%	-8%	4%	5%
N#Cc1c(-c2ccco2)cc(C2CC2)nc1N	-8%	i	-15%	2%	3.8	63	-0.2%	-2%	17%	8%
O=C(CCSCc1ccc(Cl)cc1)NC1CCCC1	9%	i	-3%	1%	-0.5	34	0.1%	6%	16%	3%
O=S(=O)(Nc1ccc(S(=O)(=O)Nc2ncccn2)cc1)c1ccc(Cl)cc1	-5%	nt	-2%	6%	-0.4	53	-0.3%	-7%	14%	10%
COc1ccc2c(c1)N(C)/C(=C1/SC(=NCc3ccccc3)N(c3ccccc3)C1=O)S2	9%	i	0%	15%	3.2	33	0.5%	2%	3%	14%
CCN(CC)CCN(Cc1cc2cc3c(cc2[nH]c1=O)OCO3)C(=S)NCc1ccco1	11%	i	-10%	3%	-1.4	37	-0.1%	-4%	6%	2%
CCc1ccc(NC(=O)Cn2nc(C(F)(F)F)c3c2CCC3)cc1	2%	i	0%	-6%	-0.5	91	0.2%	2%	-4%	1%
O=C(NC1CCCC1)C(c1ccc(F)cc1)N(C(=O)c1csnn1)C1CCCC1 (stereo unspecified)	0%	nt	-2%	6%	0.4	57	0.2%	-7%	11%	11%
Cc1cc(Cl)c(S(=O)(=O)NC(C)C)cc1OCC(N)=O	13%	i	-5%	3%	0.3	49	-0.3%	-14%	4%	4%
CS(=O)(=O)c1nc(-c2ccc(Br)cc2)cc(-c2ccccc2)c1C#N	19%	i	-13%	5%	15	87	0.2%	-4%	6%	23%
CCc1ccc(CC(=S)N2CCOCC2)cc1	6%	i	-15%	7%	-0.3	79	-0.3%	15%	23%	4%
O=C(NCC(c1cccnc1)N1CCN(c2ccc(F)cc2)CC1)c1ccccc1 (stereo unspecified)	6%	i	7%	12%	-0.1	40	0.3%	8%	4%	-6%
CCCCN1C(=O)C(O)(CC(=O)c2c(C)coc2C)c2ccccc21 (stereo unspecified)	5%	i	1%	9%	-0.5	96	0.1%	-6%	10%	-6%
CC/C(=N\NC(=O)c1ccc2c(c1)OCO2)c1ccccc1	5%	nt	-12%	6%	-0.8	45	0.3%	-16%	13%	9%
O=C(O)c1cc2ccc3cccc4ccc(c1)c2c34	5%	nt	3%	10%	-0.5	88	-0.1%	8%	30%	5%
CCSc1nnc(NC(=O)c2nc(S(=O)(=O)Cc3ccc(F)cc3)ncc2Cl)s1	-20%	nt	41µM*	12%	2.7	51	-0.2%	19%	33%	12%
CCCCc1nc(SCC(=O)Nc2ncccn2)n[nH]1	4%	nt	-2%	7%	0.8	51	0.2%	0%	0%	0%
CC1CN(Cc2c(O)ccc3c2oc(=O)c2ccccc23)CC(C)O1 (stereo unspecified)	-6%	i	13%	4%	4.8	68	0.3%	5%	?	35%
Cc1nn(CC(=O)c2ccccc2Cl)c(C)c1[N+](=O)[O-]	-3%	i	-1%	8%	-1.0	54	-0.4%	-2%	12%	11%
Cc1ccc(N(C(=O)C2CCCO2)C2C=CS(=O)(=O)C2)cc1Cl (stereo unspecified)	12%	i	-1%	0%	0.7	52	-0.1%	4%	0%	-17%
COc1ccc(C(=O)Nc2ccc(F)cc2F)cc1	-10%	i	0%	0%	-0.5	56	-0.2%	-4%	7%	3%
Cc1ncoc1C(=O)N1CCCC(C(=O)Nc2cccc(-c3ccc(F)cc3)c2)C1 (stereo unspecified)	6%	nt	-3%	-4%	-0.4	64	0.2%	-8%	4%	3%
CC(C)Oc1ccc(CNC(=O)Cn2c(=O)c3cccn3c3cccnc32)cc1	3%	nt	-3%	9%	-0.3	58	0.4%	-14%	nt	6%
O=C(NCc1ccccc1)C(c1ccncc1)N(C(=O)c1csnn1)C1CC1 (stereo unspecified)	10%	i	2%	3%	0.5	84	0.2%	5%	3%	-4%

Source: PubChem BioAssay
